PhoP inhibition: inhibitors of PhoP regulon expression, primary screen, Salmonella Typhimurium, GFP reporter (AID 1863). S. Typhimurium PhoP-regulated promoter GFP reporter, 4 h; higher % means a stronger effect. one-dose inhibition, % at 50 µM; IC50 in µM for titrated hits. 0.16% of 300,000 active;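 active = inhibition over 29.93%, a cutoff 3 SD above the screen mean, later confirmed by dose response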;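 note: 0% = low Mg2+ inducing control and 100% = high Mg2+ repressing control; strong numbers were not always called active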
MT stabilize HCS: microtubule stabilization, imaging screen. HeLa tubulin immunostaining HCS, 24 h; share of cells brighter than vehicle mean+2SD. % tubulin-high responders, % at 10 µM. 0.83% of 200,000 active. AID 2205;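 active = plate Z-score above 3 for both tubulin-high and condensed-nucleus cell shares, with cell loss under 80%, at 10 µM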;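 note: anti alpha tubulin signal scored within the nucleus-defined area of each cell; some results filed as inactive read as strong as hits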
T cell HTS: T cell immune modulators affecting CD8 T cell-vesicle binding | 2C CD8+ T cell-vesicle binding, flow cytometry; hits give low values | calls only at 7 µM | AID 2052 | 0.068% of 330,000 active;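 active = response, share of CD8 T cells binding vesicles, and their 90th percentile fluorescence all below set limits, cut at about 80% in these data, passing the limit was not always enough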
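Assay system – 2C mouse CD8+ T cells · Also added – QL9-loaded Drosophila micro-vesicles · Timing – Cell–vesicle co-incubation 1.5 h at 37 °C, staining 20 min on ice · Signal – flow cytometry of vesicle-bound cells · Measure – percent CD8+ FL2 mean versus row control · Controls – Peptide-free naked vesicles (low) and QL9 vesicles with 0.7% DMSO vehicle (high)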
Insulin prom up: MIN6 insulin promoter up-regulation. MIN6 insulin promoter-GFP reporter, high-content imaging; hits give high values. z-score at 5 µM. 0.3% of 190,000 active. AID 1625;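 active = z-score above 3 at 5 µM with at least 500 cells counted in the well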
Lipid droplet: hepatic lipid droplet formation modulation; inhibition, % at 6.5 µM; 0.4% of 240,000 active; AML12 mouse hepatocytes, oleate lipid droplets, BODIPY imaging; AID 1656;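 active = lipid droplet intensity inhibited by at least 50%, with more than 500 cells counted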
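Technique: fluorescence imaging, 20x objective, two fields per well / Assay system: AML12 hepatocytes (mouse) / Measure: % inhibition of lipid droplet signal / Doses: 6.5 µM single-point dosing / Incubation: overnight exposure / Reagent: 100 µM oleic acid challenge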
Autophagy mod: autophagy modulation, high-content screen. MEF GFP-LC3 puncta imaging; test concentration mostly 10 µM. calls only at 10 µM (by protocol). 0.98% of 190,000 active. AID 463193;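 active = percentage of spot-positive cells more than 3 SD above its plate mean, without a fluorescence outlier flag or 80% toxicity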;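 note: spot-positive cell cutoff set from DMSO-treated cells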
Dynein transport: blocks dynein driven cargo transport along microtubules; 3617.4 mouse cells, GR-EGFP nuclear translocation imaging; test concentration mostly 20 µM; stimulated with dexamethasone, 1 µM; hits give low values; z-score, hits read low; 0.47% of 220,000 active;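 active = plate z-score of nuclear minus cytoplasmic receptor signal below a set negative limit, without overly bright fluorescence or cell loss, cut at about -3.5 in these data, passing the limit was not always enough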;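 note: z-score of nuclear minus cytoplasmic ring GR-EGFP intensity difference per well; some compounds called inactive have numbers as strong as hits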
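medium = tetracycline-free induction medium containing charcoal-stripped FBS | also added = 1.0 µM final dexamethasone stimulus | schedule = 48 h induction, 1 h compound, 30 min dex at 37 °C | technique = fixed, Hoechst-stained cells imaged at 10x for EGFP | measure = GR-EGFP nuclear translocation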
bCat nuc transl: modulators of beta-catenin nuclear translocation. HeLa beta-catenin nuclear translocation, immunofluorescence imaging. nuclear translocation activity, % at 5 µM. 0.3% of 190,000 active. AID 1665;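 active = nuclear translocation activity above 50% at 5 µM, with a well cell count of 50 or more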;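 note: per-cell ratio of nuclear to cytoplasmic median beta-catenin stain intensity; plate controls were DMSO negative control for no effect and GSK-3 inhibitor IX positive control for full effect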
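Assay system: human HeLa cells, native beta-catenin; doses: 5 µM primary, 0.02–20 µM confirmation; incubation: compound treatment 24 h, 37°C, 5% CO2; technique: fluorescence imaging of beta-catenin antibody stain plus DAPI; measure: % activation, nuclear-to-cytoplasmic median beta-catenin signal ratio per cell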
ER stress rescue: protection against thapsigargin-triggered cell killing – 384-well, CSM14.1, ATP luminescence, primary screen (AID 1222). one-dose cellular ATP content (survival), % at 20 µM; EC50 in µM for titrated hits. 190,000 tested, under 10 active. CSM14.1 thapsigargin-induced death rescue, ATP luminescence; higher % means a stronger effect;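 active = EC50 below 50 µM in the dose-response confirmation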;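 note: death triggered by thapsigargin at about 15 µM added after 2 h compound pretreatment; cell ATP read after overnight thapsigargin exposure of roughly 18 to 22 hours; normalized against plate controls of thapsigargin alone and 5% DMSO vehicle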
Dynein transport cytoplasmic EGFP: further read-out of Dynein transport, marked with its call; z-score; measured here: cytoplasmic GR-EGFP intensity; hits give high values
Dynein transport nuclear GR-EGFP: second read-out of Dynein transport, no call of its own (marks repeat the call); z-score; measured here: nuclear GR-EGFP intensity;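 lower value marks the stronger effect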
Dynein transport cell count: recorded beside Dynein transport, whose call it bears; z-score; measured here: cell count per field
Insulin prom up cell count: recorded beside Insulin prom up, whose call it bears; cell count; measured here: cytotoxicity, nuclei count;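 total cells summed across four imaged fields per well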
Lipid droplet cells 6.5 µM: further read-out of Lipid droplet, marked with its call; cell count; measured here: cell count, cytotoxicity flag;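 cells counted across two imaged fields per well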
bCat nuc transl cell count 5 µM: also measured in bCat nuc transl; calls as there; cell count; measured here: cell count, cytotoxicity flag
T cell HTS vesicle-bound %: recorded beside T cell HTS, whose call it bears; double positive events, %; measured here: CD8+ vesicle-bound cell fraction;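 binding gate set so that unloaded-vesicle control wells show 10% double positive cells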
MT stabilize HCS Hoechst-high %: also measured in MT stabilize HCS; calls as there; % Hoechst-high responders; measured here: nuclear condensation Hoechst responders;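 share of cells brighter than vehicle mean plus two SD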
MT stabilize HCS cytotoxicity %: second read-out of MT stabilize HCS, no call of its own (marks repeat the call); toxicity, %; measured here: cytotoxicity by cell density;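 0% = mean cell density of plate MIN control wells and 100% = no cells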
Autophagy mod cell loss 18 h: recorded beside Autophagy mod, whose call it bears; toxicity, %; measured here: cell loss, nuclei count;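 cell loss after 18 h compound exposure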
Active calls of the source: *; i = inactive; / = no result given.

SMILES	PhoP inhibition	MT stabilize HCS	MT stabilize HCS Hoechst-high %	MT stabilize HCS cytotoxicity %	T cell HTS	T cell HTS vesicle-bound %	Insulin prom up	Insulin prom up cell count	Lipid droplet	Lipid droplet cells 6.5 µM	Autophagy mod	Autophagy mod cell loss 18 h	Dynein transport	Dynein transport cytoplasmic EGFP	Dynein transport nuclear GR-EGFP	Dynein transport cell count	bCat nuc transl	bCat nuc transl cell count 5 µM	ER stress rescue
CCCN1Cc2cccc(C(=O)NCc3ccccc3OC)c2C1=O	-2.8%	2.0	1.7	20.4	i	6.9	-0.88	867	-14.0	769	i	-10.1	0.127	-0.0781	-0.0791	0.366	/	/	3.7%
COc1ccc(NC(=O)C(c2ccc(C)cc2)N(C)C(=O)c2cnccn2)cc1 (stereo unspecified)	-7.8%	6.0	1.8	12.0	i	57.4	-0.1	1254	22.9	775	i	-7.3	0.0792	-0.136	0.567	-0.537	-0.9	997	1.1%
CC1Cc2ccccc2N1C(=O)COC(=O)C1(c2ccccc2F)CCCC1 (stereo unspecified)	21.2%	4.9	2.7	8.0	i	39.7	-0.06	1411	-0.6	493	i	18.1	0.808	-0.243	0.558	-0.874	-1.6	1161	2.9%
CCc1ccc(CN(C)Cc2nc(COc3ccccc3)no2)nc1	4.6%	3.1	1.3	10.1	i	40.1	0.23	1377	-3.7	709	i	13.9	-0.232	-0.315	-0.373	0.594	-0.6	1770	-0.4%
O=C(CCN1C(=O)C2C3C=CC(C4CC34)C2C1=O)Oc1cccc2cccnc12 (stereo unspecified)	-13.0%	3.3	2.0	1.6	i	27.6	0.95	1611	/	/	i	12.5	0.425	-0.198	0.547	-0.011	1.4	1381	0.8%
CCC(C)NC(=O)Nc1ccc(Br)cc1Cl (stereo unspecified)	0.7%	3.1	3.1	6.8	i	60.0	-0.21	1323	-4.7	634	i	17.2	2.72	0.0338	1.56	-1.31	0.1	1133	-1.9%
S=C(NCC1CCCO1)NC1CCCCC1 (stereo unspecified)	-6.3%	2.1	1.4	4.7	i	55.2	1.32	1414	-18.9	692	i	18.0	-0.515	-0.358	-0.274	1.78	0.4	920	-0.3%
Cc1cccc(OCCSc2ncnc3nc[nH]c23)c1	-5.3%	1.5	2.4	0.7	i	61.7	-0.42	1580	/	/	i	-0.2	-0.842	-0.279	-1.2	0.763	2.6	1249	1.8%
Cn1c(=O)[nH]c(=O)c2c1nc(Sc1nc3ccccc3s1)n2Cc1ccccc1	10.9%	2.3	1.4	12.0	i	49.8	-2.08	1199	-19.7	733	i	0.9	-0.767	-0.202	-0.0915	0.472	-1.3	1141	-2.3%
CCOC(=O)N1CCC(NC(=O)c2csc3c2CCCC3)CC1	6.3%	4.3	4.6	8.3	i	29.3	0.66	874	/	/	i	-1.6	-0.754	-0.169	-0.164	-0.119	/	/	1.0%
CCCNC(=O)NC1CCCCCCC1	5.9%	2.6	1.7	5.3	i	48.9	-0.31	1396	-3.4	719	i	32.9	-0.236	-0.294	-0.217	0.459	-0.4	975	-0.4%
COC(=O)c1[nH]c2ccc(Cl)cc2c1NC(=O)C1CC1	2.7%	4.7	2.6	8.8	i	34.3	-0.5	1589	/	/	i	-3.6	-0.384	-0.0463	0.0544	0.0854	-0.4	1320	-0.2%
O=C(c1sc(N2CCOCC2)nc1-c1ccccc1)N1CCCCC1	-0.7%	4.7	2.1	3.2	i	34.6	-0.25	1228	-1.9	541	i	11.0	-1.28	-0.0353	-0.489	2.57	3.0	1007	-1.5%
COC(=O)c1ccncc1C(=O)Nc1ccc(F)cc1	-5.6%	2.7	2.1	4.3	i	23.0	0.05	1324	5.0	689	i	-9.0	-0.365	-0.192	-0.477	0.267	-2.9	1109	/
Cc1cc(C(=O)COC(=O)c2ccco2)c(C)n1Cc1ccco1	-3.9%	3.0	3.1	7.6	i	35.4	-0.05	1201	-15.6	718	i	-3.3	0.16	-0.293	-0.237	-0.445	-0.8	1115	-3.7%
COc1ccc(S(=O)(=O)N(C)c2ccc(C(=O)N3CCC(C(N)=O)CC3)cc2)cc1OC	-0.7%	3.1	0.9	2.7	i	32.1	0.17	1556	-1.3	654	i	-53.2	1.95	-0.23	0.887	-1.09	-0.7	1099	0.1%
Cc1csc2c(=O)sc(NC(=O)c3cccs3)nc12	-2.0%	/	/	/	i	33.9	1.48	1017	0.7	608	/	/	-0.837	-0.195	-0.0422	-0.0326	-0.5	1333	/
Cc1cc(/C([O-])=C(/C(=S)Nc2ccc(F)cc2)[n+]2ccccc2)c(C)n1-c1ccc(F)cc1	-2.3%	2.0	1.8	5.4	i	52.0	-1.19	1335	/	/	i	-13.0	-1.07	-0.329	-0.272	1.16	-2.4	1407	-0.2%
N/C(CN1CCCCC1)=N\S(=O)(=O)c1cc(Cl)cc(Cl)c1	-7.0%	/	/	/	i	27.0	0.1	1389	-4.4	550	/	/	-0.906	-0.258	-0.495	0.407	-2.0	1272	/
COc1cc(/C=C/C(=O)O)ccc1S(=O)(=O)N1CCCc2ccccc21	-0.9%	3.7	2.9	9.7	i	61.6	-0.38	1189	15.1	705	i	2.9	1.11	-0.176	0.652	-0.362	0.4	1037	1.0%

Overlap with the part before: 2 entries, followed by the next part.
SMILES	PhoP inhibition	MT stabilize HCS	MT stabilize HCS Hoechst-high %	MT stabilize HCS cytotoxicity %	T cell HTS	T cell HTS vesicle-bound %	Insulin prom up	Insulin prom up cell count	Lipid droplet	Lipid droplet cells 6.5 µM	Autophagy mod	Autophagy mod cell loss 18 h	Dynein transport	Dynein transport cytoplasmic EGFP	Dynein transport nuclear GR-EGFP	Dynein transport cell count	bCat nuc transl	bCat nuc transl cell count 5 µM	ER stress rescue
N/C(CN1CCCCC1)=N\S(=O)(=O)c1cc(Cl)cc(Cl)c1	-7.0%	/	/	/	i	27.0	0.1	1389	-4.4	550	/	/	-0.906	-0.258	-0.495	0.407	-2.0	1272	/
COc1cc(/C=C/C(=O)O)ccc1S(=O)(=O)N1CCCc2ccccc21	-0.9%	3.7	2.9	9.7	i	61.6	-0.38	1189	15.1	705	i	2.9	1.11	-0.176	0.652	-0.362	0.4	1037	1.0%
CCOC(=O)N1CCN(S(=O)(=O)c2cc(C)c(C)cc2C)CC1	-4.7%	2.6	2.0	10.9	i	36.0	/	/	2.4	738	i	3.4	0.983	-0.163	0.647	0.66	3.0	571	-0.4%
O=C(O)c1ccc2nc(-c3ccccc3)sc2c1	-4.8%	2.2	1.6	9.7	i	35.8	0.22	1244	1.4	622	i	11.3	1.32	-0.246	0.73	-0.982	-0.2	958	-3.7%
COc1ccc2c(c1)sc1nc(-c3ccccc3)cn12	-8.7%	3.2	24.7	46.4	i	30.6	-7.22	781	-143.9	317	i	34.6	-0.877	-0.183	-0.273	0.535	0.4	1091	-9.6%
CN(C)c1ccc(/C=C/c2cccc[n+]2[O-])cc1	-8.3%	/	/	/	i	21.5	0.21	1075	-4.9	710	/	/	-0.238	-0.214	0.468	0.38	-0.9	1364	/
Cc1occc1C(=O)n1nnc2ccccc21	-5.4%	3.6	1.6	7.8	i	36.8	0.22	1147	0.4	812	i	1.9	0.591	-0.114	0.473	-1.05	0.0	1155	-3.1%
Cc1cc(NC(=O)CSc2nc3c(cc2C#N)CCCCC3)no1	2.2%	2.5	2.5	7.6	i	19.3	/	/	-5.6	720	i	16.5	-0.103	-0.241	0.152	0.212	-2.7	962	0.0%
CC(=O)Nc1ccc(C(=O)CSc2nnc(C)o2)cc1	-2.5%	4.0	2.3	0.3	i	57.8	0.08	1288	/	/	i	16.7	-0.324	-0.194	0.0761	0.709	-4.5	914	-1.7%
O=C(CN(Cc1ccco1)C(=O)c1cc(=O)[nH]c2ccccc12)Nc1ccccc1Br	10.0%	4.1	1.8	2.6	i	34.6	/	/	-34.0	658	i	-3.0	0.625	-0.25	-0.451	0.109	-0.4	1188	-1.5%
Cc1ccc(/C(N)=N/OC(=O)CSc2ccccc2)cc1	-5.3%	3.8	2.6	1.9	i	56.0	-0.02	1630	8.8	706	i	-36.3	0.398	-0.299	0.21	0.085	-0.1	864	-2.7%
CCC(=O)N/C(N)=N/c1nc(C)c2cc(OC)ccc2n1	3.2%	2.2	2.7	3.1	i	27.9	0.01	1256	3.4	746	i	6.1	-0.495	-0.0386	0.298	-0.386	/	/	-4.0%
CC(C)CNC(=O)C1CCN(Cc2ccc(OCc3ccccc3)cc2)CC1	15.0%	3.5	2.7	8.7	i	43.2	-0.37	1324	-2.7	643	i	19.6	-1.2	-0.158	-0.316	1.41	0.1	554	-0.9%
Cc1c(Cl)c(C(=O)NNC(=S)Nc2ccccc2)nn1C	4.8%	1.4	1.1	6.1	i	5.9	0.08	981	9.6	788	i	-2.7	0.459	0.164	0.731	-1.95	-5.7	1158	-3.7%
CN1C(=O)C(O)(C2OC(C)(C)CCC2=O)c2ccccc21 (stereo unspecified)	-3.0%	2.6	1.6	8.0	i	16.0	0.26	983	-8.5	769	i	7.3	-0.611	-0.251	-0.45	1.1	/	/	-2.7%
